Bioassay records (PubChem)
Salmonella PhoP GFP – PhoP-dependent GFP reporter repression – Salmonella Typhimurium, primary screen (AID 1863); S. Typhimurium PhoP-regulated promoter GFP reporter, 4 h; higher % means a stronger effect; inhibition, % at 50 µM, or IC50 in µM where a hit was titrated; actives 0.16% (n = 300,000);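 active = inhibition over 29.93%, a cutoff 3 SD above the screen mean, later confirmed by dose response; inconclusive = inhibition over 29.93% but no dose response follow-up; inactive = inhibition at most 29.93% or unconfirmed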;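 note: 0% = low Mg2+ inducing control and 100% = high Mg2+ repressing control; strong numbers were not always called active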
RSV antiviral HEp-2 – inhibition of RSV-induced cytopathic effect – HEp-2 cells, primary 10 µM value included (AID 2391) | HEp-2 cells, RSV-induced CPE inhibition; higher % means a stronger effect | CPE inhibition, % at 10 µM; hits with a dose series show IC50 in µM | actives 0.13% (n = 310,000); in the data active = a potency from the dose series; inconclusive = CPE inhibition mostly from about 23% at the one dose, without a potency; inactive = the rest, 99 in 100 with CPE inhibition below about 21%; note: strong numbers were not always called active
West Nile virus CPE – inhibition of WNV-induced cytopathic effect – cell-based, CPE readout (AID 1621) | West Nile virus-infected cells, CPE inhibition; higher % means a stronger effect | actives 0.02% (n = 290,000) | CPE inhibition, % at 10 µM, or IC50 in µM where a hit was titrated; in the data active = a potency from the dose series; inconclusive = CPE inhibition mostly from about 3.7% at the one dose, without a potency; inactive = the rest, 99 in 100 with CPE inhibition below about 2.2%; note: strong numbers were not always called active
MgcRacGAP inhibition – MgcRacGAP GTPase-activating activity inhibitors, confirmation, biochemical, ADP Hunter fluorescence. MgcRacGAP-stimulated Rac1 GTP hydrolysis, ADP Hunter fluorescence; higher % means a stronger effect; GST-tagged Rac1 F28L mutant substrate. one-dose inhibition, % at 30 µM; IC50 in µM for titrated hits. actives 0.6% (n = 340,000). AID 624330;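 active = first-screen hits whose inhibition reached a set limit at any dose in the follow-up dose series; inconclusive = inhibition above the set first-screen limit but never retested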;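 note: fluorescence reports GDP produced by GAP-driven GTP hydrolysis; strong numbers were not always called active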
SV40 large T antigen – TAg ATPase/helicase activity blockers – biochemical (AID 1903); actives 0.39% (n = 310,000); SV40 large T antigen ATPase/helicase inhibition assay; higher % means a stronger effect; inhibition, % at 20 µM, or IC50 in µM where a hit was titrated; in the data active = a potency from the dose series; inconclusive = inhibition mostly from about 32% at the one dose, without a potency; inactive = the rest, 99 in 100 with inhibition below about 32%; note: strong numbers were not always called active
T cell modulator – modulates CD8 T cell binding to vesicles | AID 2052 | 2C CD8+ T cell-vesicle binding, flow cytometry; stronger effect = lower value | calls only at 7 µM | actives 0.068% (n = 330,000);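 active = response, share of CD8 T cells binding vesicles, and their 90th percentile fluorescence all below set limits, cut at about 80% in these data, passing the limit was not always enough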
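Test system: purified 2C TCR transgenic mouse naive CD8+ T cells. Probe or stimulus: QL9-peptide-loaded Drosophila micro-vesicles bearing Ld, ICAM-1 and B7-1. Incubation: binding step 1.5 h, 37 °C, antibody labelling 20 min, ice. Measured by: flow cytometry of vesicle-bound cells.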
Myeloid diff 2 – compounds promoting myeloid differentiation; ER-HoxA9 myeloid progenitors, lysozyme-GFP differentiation, flow cytometry; calls only at 10 µM; actives 1% (n = 360,000); AID 624256;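 active = normalized GFP-positive differentiation at or above the plate's own cutoff, the solvent-only control mean plus 3 SD; inconclusive = no clear call, values can overlap the other calls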;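 note: cells exposed to compound for four days before flow analysis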
b-catenin transl – alters nuclear translocation of beta-catenin in HeLa cells | immunofluorescence imaging | nuclear translocation activity, % at 5 µM | actives 0.3% (n = 190,000) | AID 1665;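 active = nuclear translocation activity above 50% at 5 µM, with a well cell count of 50 or more; inconclusive = wells under 50 cells across six images, flagged as toxic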;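 note: per-cell ratio of nuclear to cytoplasmic median beta-catenin stain intensity; plate controls were DMSO negative control for no effect and GSK-3 inhibitor IX positive control for full effect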
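Test system: HeLa cells, endogenous beta-catenin; Compound: single 5 µM dose plus 0.02–20 µM confirmation series; Times: compound exposure 24 h at 37°C; Signal: fluorescence imaging of beta-catenin antibody stain plus DAPI; Read-out: % activation, nuclear-to-cytoplasmic median beta-catenin signal ratio per cell.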
WT yeast gro inh – growth inhibition of WT yeast, mitochondrial fusion screen; inhibition, % at 10 µM; actives 2.1% (n = 190,000); AID 1362; mitochondrial fusion phenotypic screen, WT strain; in the data active = inhibition above about 58%; tested in S. cerevisiae
WT yeast gro inh mutant strain – also measured in WT yeast gro inh; calls as there; inhibition, %; mitochondrial fusion phenotypic screen, mutant strain inhibition
b-catenin transl cell count 5 µM – second read-out of b-catenin transl, no call of its own (marks repeat the call); cell count; measured here: cell count, cytotoxicity flag
T cell modulator vesicle-bound % – also measured in T cell modulator; calls as there; double positive events, %; measured here: CD8+ vesicle-bound cell fraction;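 binding gate set so that unloaded-vesicle control wells show 10% double positive cells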
Myeloid diff 2 GFP+ MAC1+ % – further read-out of Myeloid diff 2, marked with its call; GFP+ MAC1+ double positive, %; measured here: differentiation confirmed by MAC1 staining
Numbers without * were called inactive; i = inactive; u = inconclusive; x = no result given.

mol	SV40 large T antigen	Myeloid diff 2	b-catenin transl	WT yeast gro inh mutant strain	T cell modulator	b-catenin transl cell count 5 µM	Salmonella PhoP GFP	WT yeast gro inh	RSV antiviral HEp-2	West Nile virus CPE	Myeloid diff 2 GFP+ MAC1+ %	T cell modulator vesicle-bound %	MgcRacGAP inhibition
Cc1cccc(NC(=O)CSc2nc3nc4c(cc3c(=O)n2-c2ccccc2)CCCC4)c1	10.5%	i	0.8	-4.2	i	1156	-12.4%	13.4	7.6%	-0.7%	0.7	50.2	7.2%
CC(C(=O)Nc1ccon1)N1C(=O)c2ccccc2S1(=O)=O (stereo unspecified)	6.8%	i	x	x	i	x	6.1%	x	1.0%	x	0.7	14.2	4.2%
O=C(CN1CCC(n2nnc3cc(F)ccc32)CC1)N1CCCc2ccccc21	-1.4%	i	3.3	-4.3	i	1131	7.6%	-2.5	-0.7%	-0.9%	1.2	4.9	2.0%
Cc1ccc(-c2nnn(CC(=O)N(c3ccccc3)C(C(=O)NC3CCCC3)c3ccncc3)n2)o1 (stereo unspecified)	0.5%	i	x	x	i	x	-2.5%	x	0.0%	-0.1%	0.5	44.6	5.6%
Cc1ccc(N(C(=O)Cn2nnc(-c3ccccc3)n2)C(C(=O)NC2CCCCC2)c2ccccn2)cc1C (stereo unspecified)	0.9%	i	-0.3	-15.0	i	919	5.3%	-15.5	1.2%	-0.5%	0.3	22.6	3.6%
COc1ccc(CCNc2oc(-c3ccco3)nc2C#N)cc1	-1.6%	i	-4.2	1.8	i	1196	-5.5%	19.0	2.2%	-0.4%	5.3	39.2	-1.1%
Cc1cccc(NC(=O)c2ccc(S(=O)(=O)N3CCN(C)CC3)cc2)c1C	7.5%	i	x	x	i	x	-0.6%	x	-0.1%	-0.4%	1.1	19.8	8.9%
Cc1nc(NC(=O)CSc2nnc(-c3ccc4c(c3)OCO4)o2)c(Cl)cc1Cl	15.5%	i	0.5	6.6	i	541	-3.2%	4.5	1.7%	-0.5%	0.2	56.5	6.2%
COc1ccc(NC2CC(=O)N(C)C2=O)cc1 (stereo unspecified)	30.8%	i	x	-10.0	i	x	7.9%	10.1	0.0%	0.0%	1.0	40.2	12.2%
CCc1nnc(NC(=O)c2cccc(S(=O)(=O)N3CC(c4ccccc4)CC3=O)c2)s1 (stereo unspecified)	0.6%	i	x	-0.1	i	x	-2.7%	-8.3	3.2%	-0.5%	1.3	66.6	8.5%
CCOc1ccc(CCNC(=O)CSCC(=O)Nc2cccc(C)c2)cc1OCC	0.1%	i	x	x	i	x	1.6%	x	0.9%	x	0.5	57.4	5.1%
CC(C)c1ccc(S(=O)(=O)N2CCC(C(=O)N3CCC3)CC2)cc1	4.6%	i	x	x	i	x	0.3%	x	-0.4%	x	0.3	16.1	-0.3%
CN(c1ccccc1)S(=O)(=O)c1ccc(Cl)c(C(=O)Nc2ccncc2)c1	x	i	x	x	i	x	x	x	-0.2%	x	3.1	17.0	6.8%
O=S1(=O)CCOCCCN1Cc1ccc(Cl)cc1	19.3%	i	x	x	i	x	-10.2%	x	0.5%	-0.2%	1.3	20.7	7.4%
O=C(CSc1nc2ccccc2c(=O)n1NC(=O)Cc1ccccc1)NCCc1ccccc1	20.6%	i	-1.0	-37.9	i	1385	9.3%	-18.8	0.9%	-0.8%	1.7	35.1	3.1%
COc1cccc(C(=O)NCCS(=O)(=O)N2CCN(C(=O)c3ccco3)CC2)c1	4.5%	i	x	x	i	x	0.3%	x	-1.6%	x	0.3	47.9	-0.1%
O=C1C2C3C=CC(C3)C2C(=O)N1/N=C/c1cc(Br)cc([N+](=O)[O-])c1O (stereo unspecified)	8.6%	x	-1.8	7.6	i	1068	13.3%	0.4	2.2%	-0.1%	x	13.2	8.2%
O=S(=O)(c1ccc(OCC(O)CN2CCN(c3ccccc3)CC2)cc1)N1CCOCC1 (stereo unspecified)	-3.0%	i	-0.9	-24.6	i	1042	11.1%	-3.4	0.6%	0.6%	0.8	9.0	15.5%
O=C(O)c1cc(NN=C2c3ccccc3-c3ccccc32)ccc1Cl	8.3%	i	x	x	i	x	0.7%	x	8.3%	1.2%	0.8	44.9	12.4%
Cc1ccc(-c2nc(C(=O)NCCCN3CCOCC3)cc3c2[nH]c2ccccc23)cc1	10.8%	i	x	x	i	x	-1.6%	x	0.0%	-0.5%	8.8	49.5	19.6%
O=C(O)CC12CC3CC(C1)CC(n1ncc(NCc4ccc(F)cc4Cl)c(Cl)c1=O)(C3)C2	11.4%	i	-0.6	-6.5	i	1123	-1.5%	7.9	4.9%	0.8%	0.2	29.4	7.8%
CCN1CCN(C(=O)c2sc3ncnc(N4CCc5ccccc5C4)c3c2C)CC1	-0.8%	i	-0.7	-15.8	i	1014	4.0%	2.8	0.0%	x	0.6	53.6	13.8%
Oc1ccccc1/C=N/NC(=S)NC1CC2CC1C1C=CCC21 (stereo unspecified)	8.4%	i	-0.8	x	i	1105	-1.9%	x	13.1%	-0.5%	0.1	28.1	3.7%
COc1ccc(-c2cc(C(=O)N3CCN(c4ccccc4)CC3)c3ccccc3n2)cc1	3.8%	u	113.4*	11.5	i	157*	0.7%	35.8	2.9%	-0.2%	x	54.8	-2.7%
CCOC(=O)C1=C(C)N(Cc2ccccc2)C(=O)NC1c1ccccc1OS(=O)(=O)c1ccccc1[N+](=O)[O-] (stereo unspecified)	17.1%	i	x	x	i	x	x	x	25.4%	1.6%	1.3	49.3	-5.2%
CCN(CC)c1ccc(/C=N/OCC(=O)Nc2cccc(C)c2)cc1	1.5%	i	-0.6	-10.7	i	938	-8.7%	35.2	2.7%	-0.6%	0.7	29.9	-4.6%
CCOC(=O)c1cc(C(O)(C(F)(F)F)C(F)(F)F)c(/N=C/N(C)C)o1	-4.0%	i	-6.5	17.1	i	988	13.8%	5.3	0.0%	-0.1%	5.8	7.1	12.9%
O=C(CSc1nnc2ccccn12)NCCN1C(=O)CSC1=O	2.2%	i	-1.0	-18.2	i	1062	-4.3%	-12.4	0.3%	0.5%	0.8	48.8	10.0%
COc1cc(/C=C2\SC(=S)N(C(C(=O)O)c3ccccc3)C2=O)ccc1O (stereo unspecified)	11.6µM*	i	1.0	x	i	1378	2.5%	x	2.3%	0.3%	0.9	36.1	u
COCCN(C(=O)c1ccccc1Oc1ccccc1)c1c(N)n(CC(C)C)c(=O)[nH]c1=O	x	i	x	x	i	x	x	x	0.5%	x	1.0	40.1	0.4%

Further compounds follow.
mol	SV40 large T antigen	Myeloid diff 2	b-catenin transl	WT yeast gro inh mutant strain	T cell modulator	b-catenin transl cell count 5 µM	Salmonella PhoP GFP	WT yeast gro inh	RSV antiviral HEp-2	West Nile virus CPE	Myeloid diff 2 GFP+ MAC1+ %	T cell modulator vesicle-bound %	MgcRacGAP inhibition
CCCCCCCC#Cc1ccccc1/C=N/S(=O)c1ccc(C)cc1 (stereo unspecified)	13.3%	x	x	-6.5	i	x	-0.9%	4.9	13.3%	x	x	10.9	x
Cc1cccc(NC(=O)Cn2nnc(C(=O)Nc3ccc(F)c(Cl)c3)c2N)c1	2.4%	i	x	x	i	x	1.0%	x	0.4%	-0.2%	6.1	3.7	8.2%
CC(C)OCCCNC(=O)Cc1ccc(Br)cc1	10.7%	i	-3.1	3.9	i	1077	-1.1%	8.5	2.5%	0.1%	0.1	5.4	4.4%
Cc1ccc(S(=O)(=O)N(C)CC(=O)N2CCCCCCC2)cc1	11.1%	i	x	x	i	x	-5.0%	x	0.4%	x	0.7	27.8	7.7%
CC(C)COC(=O)N1C[C@H](O)C[C@H]1C(=O)Nc1ccc(Cl)cc1	-0.6%	i	x	x	i	x	7.1%	x	-0.6%	-1.0%	0.6	17.3	x
Cn1c2ccccc2c2nnc(SCC(N)=O)nc21	4.6%	i	x	x	i	x	-5.3%	x	3.5%	0.2%	0.9	20.9	3.7%
Cn1c(SCC(=O)Nc2ccc(C(N)=O)cc2)nc2c(c1=O)SCC2	31.6%	i	x	x	i	x	-1.8%	x	0.8%	1.2%	1.0	58.6	8.0%
COc1ccc(CC(=O)N2CCOCC2)cc1OC	3.2%	i	x	16.6*	i	x	9.8%	86.5*	1.4%	0.2%	0.9	46.2	-3.1%
CCN(CC(=O)Nc1c(C(=O)OC)[nH]c2ccccc12)c1ccc2c(c1)OCO2	17.5%	i	x	8.0	i	x	0.7%	14.8	1.4%	0.4%	0.6	20.5	22.7%
COc1ccc(C(C)=O)cc1COc1cc(C)c(Cl)c(C)c1	9.4%	i	2.8	x	i	1146	-0.5%	x	x	-0.6%	0.7	47.2	x
CCN(CC)C(=O)CSc1nnc2nnc3cc(C)ccc3n12	4.4%	i	0.2	x	i	1271	-53.7%	x	1.4%	-0.7%	0.3	30.4	-2.0%
Cc1cc(N2CCN(C)CC2)n2nc(-c3ccc(Cl)cc3)nc2n1	3.1%	i	-0.9	x	i	1315	2.4%	x	2.0%	-0.5%	0.3	37.9	7.0%
CCc1ccc(-n2c(=O)c3ccccc3n3c(=S)[nH]nc23)cc1	15.5%	i	x	x	i	x	0.6%	x	1.5%	-0.6%	0.8	43.9	12.2%
O=C(COc1ncnc2cc([N+](=O)[O-])ccc12)N(CCc1ccccc1)Cc1ccccc1	1.6%	i	x	-21.0	i	x	1.5%	-11.2	1.1%	-0.2%	0.1	37.2	6.3%
CNS(=O)(=O)c1cccc(C(=O)OCc2cc(Cl)cc3c2OCOC3)c1	10.8%	i	-4.5	-15.0	i	1007	15.2%	28.7	5.9%	0.0%	1.4	42.1	5.6%
